SRC1 TRFRET art: TR-FRET detection interference compounds, primary screen, artefact control for PPARgamma SRC-1 recruitment agonists, biochemical, TR-FRET emission ratio; TR-FRET ratio at 8 µM; TR-FRET detection artefact counter-screen; active compounds read high; 0.34% of 99,000 active; in the data active = TR-FRET ratio above about 2300; note: inactives centre near 1800
SRC3 TRFRET art: TR-FRET detection interference compounds, artefact control for PPARgamma SRC-3 recruitment agonists, biochemical, TR-FRET ratio; AID 1048, 2008; TR-FRET ratio at 8 µM; TR-FRET artefact counter-screen, PPARgamma/SRC-3 format; active compounds read high; 0.39% of 99,000 active; in the data active = TR-FRET ratio above about 2000; note: inactives centre near 1600
* marks the source's active call; other numbers are inactive results.

SMILES | SRC1 TRFRET art | SRC3 TRFRET art
COc1ccc(C2Nc3ccccc3C(=O)N2NS(=O)(=O)c2ccc(C)cc2)cc1 (stereo not drawn) | 1712 | 1584
Cc1cc(C)c2c(=O)[nH]cnc2n1 | 1766 | 1532
Cc1nc2ccc(S(=O)(=O)NC(C(=O)Nc3nccs3)C(C)C)cc2s1 (stereo not drawn) | 1612 | 1379
COc1ccc(C(=O)CSc2nnc(NC(=O)C3CC(=O)N(c4ccccc4C)C3)s2)cc1 (stereo not drawn) | 1478 | 1398
Cc1cc2cc(CN(Cc3ccco3)C(=S)NCC3CCCO3)c(=O)[nH]c2cc1C (stereo not drawn) | 1623 | 1645
CCOC(=O)C1(CCOC)CCN(Cc2ccc(COC)o2)CC1 | 1624 | 1712
Cc1ccc(NC(=S)NCCN2CCOCC2)cc1F | 1905 | 1713
CCN(C(=S)NCc1ccccc1)c1cccc2ccccc12 | 1778 | 1489
O=C(c1n[nH]c2ccccc12)N1CCOCC1 | 2128 | 1524
COc1ccc(NC(=O)Cc2coc3ccc4ccccc4c23)cc1S(=O)(=O)N1CCOCC1 | 1833 | 1850
CC(C)C(O)C1CCN(Cc2nc(-c3cccs3)no2)CC1 (stereo not drawn) | 1965 | 1511
O=C(NN=C1CCCC1)c1cc(-c2ccccc2)n[nH]1 | 1702 | 1658
CC(C)n1c(O)c(N=NC(=O)c2ccccc2NS(=O)(=O)c2cccs2)c2ccccc21 | 1799 | 1637
C/C(N)=C(/C#N)C(=O)CSc1nc2ccccc2c(=O)n1-c1ccc(C)c(Cl)c1 | 1865 | 1629
O=C(O)CSc1ccc2nnc(-c3cccnc3)n2n1 | 1715 | 1707
C#CCNC(=O)C1=C[C@@H](c2ccc(C(F)(F)F)cc2)C[C@@H](OCCCCO)O1 | 1921 | 1683
CCOc1ccc(N2C(=O)/C(=C\c3ccccc3OC)S(=O)(=O)C2c2cccc([N+](=O)[O-])c2)cc1 (stereo not drawn) | 1866 | 1526
CCC(C)NS(=O)(=O)c1ccc(NC(=O)Cc2ccc(OC)cc2)cc1 (stereo not drawn) | 2092 | 1700
Cc1cc(=O)[nH]c(SCC(=O)Nc2ccc3c(c2)OCCO3)n1 | 1958 | 1468
CCc1ccccc1Nc1nc2ccccc2n1CC | 1911 | 1587
O=C(O)c1ccc(CSc2nnc(-c3ccncc3)n2-c2ccc(Cl)cc2)cc1 | 1937 | 1542
COc1cccc(C2CC(=O)Nc3c2c(=O)n(C)c(=O)n3C)c1OC (stereo not drawn) | 1832 | 1596
CCOC(=O)c1cc(-c2cccc([N+](=O)[O-])c2)nc2[nH]c(=O)[nH]c(=O)c12 | 1726 | 1604
CCOC(=O)N1CCN(C(=O)CNC2CCCCCCC2)CC1 | 2017 | 1616
O=C(Cc1ccc([N+](=O)[O-])cc1)N1CCN=C1SCc1ccccc1 | 1581 | 1690

Sorted by heavy-atom count (descending): part of the list above
SMILES | SRC1 TRFRET art | SRC3 TRFRET art
CCOc1ccc(N2C(=O)/C(=C\c3ccccc3OC)S(=O)(=O)C2c2cccc([N+](=O)[O-])c2)cc1 (stereo not drawn) | 1866 | 1526
COc1ccc(NC(=O)Cc2coc3ccc4ccccc4c23)cc1S(=O)(=O)N1CCOCC1 | 1833 | 1850
COc1ccc(C(=O)CSc2nnc(NC(=O)C3CC(=O)N(c4ccccc4C)C3)s2)cc1 (stereo not drawn) | 1478 | 1398
CC(C)n1c(O)c(N=NC(=O)c2ccccc2NS(=O)(=O)c2cccs2)c2ccccc21 | 1799 | 1637
COc1ccc(C2Nc3ccccc3C(=O)N2NS(=O)(=O)c2ccc(C)cc2)cc1 (stereo not drawn) | 1712 | 1584
C/C(N)=C(/C#N)C(=O)CSc1nc2ccccc2c(=O)n1-c1ccc(C)c(Cl)c1 | 1865 | 1629
C#CCNC(=O)C1=C[C@@H](c2ccc(C(F)(F)F)cc2)C[C@@H](OCCCCO)O1 | 1921 | 1683
Cc1nc2ccc(S(=O)(=O)NC(C(=O)Nc3nccs3)C(C)C)cc2s1 (stereo not drawn) | 1612 | 1379
COc1cccc(C2CC(=O)Nc3c2c(=O)n(C)c(=O)n3C)c1OC (stereo not drawn) | 1832 | 1596
CCOC(=O)C1(CCOC)CCN(Cc2ccc(COC)o2)CC1 | 1624 | 1712
Cc1cc(=O)[nH]c(SCC(=O)Nc2ccc3c(c2)OCCO3)n1 | 1958 | 1468
O=C(NN=C1CCCC1)c1cc(-c2ccccc2)n[nH]1 | 1702 | 1658
O=C(c1n[nH]c2ccccc12)N1CCOCC1 | 2128 | 1524
Cc1cc(C)c2c(=O)[nH]cnc2n1 | 1766 | 1532

(cont.)
SMILES | SRC1 TRFRET art | SRC3 TRFRET art
COC(=O)c1ccc2c(=O)n(CCCCCC(=O)NCCNC(C)=O)c(=O)[nH]c2c1 | 1756 | 1427
O=Cc1cn(CC(=O)Nc2ccc3c(c2)OCO3)c2ccccc12 | 1814 | 1661
O=C(c1ccc([N+](=O)[O-])cc1)N1CCc2ccccc2C1 | 1898 | 1436
Cc1ccccc1NC(=S)N(Cc1ccccc1)Cc1cccs1 | 1759 | 1352
O=C(CCCn1c(SCc2cccc(F)c2)nc2ccccc2c1=O)NCC1CCCO1 (stereo not drawn) | 1903 | 1489
Cc1noc(C)c1COC(=O)c1ccc(S(=O)(=O)N2CCCCC2)cc1 | 1806 | 1487
Cc1ccc(CNC(=O)Cn2cnc3cc([N+](=O)[O-])ccc3c2=O)cc1 | 1778 | 1723
Cc1cccc(C)c1OCC(=O)NCC1CCCO1 (stereo not drawn) | 1725 | 1530
COc1cc(/C=N\NC(=O)OC(C)(C)C)ccc1OC(=O)c1ccco1 | 1770 | 1539
c1ccc(C2CCCN(Cc3nc(CC4CC4)no3)CC2)cc1 (stereo not drawn) | 1781 | 1898
Cc1ccc(/C=C/C(=O)Nc2cccc(S(=O)(=O)N3CCOCC3)c2)o1 | 1762 | 1668
CC(=O)Nc1ccc2c(c1)nc1n2CCN(C(C)c2ccccc2)C1 (stereo not drawn) | 1957 | 1603
Cc1ccccc1-n1c(N)c(C(=O)Nc2ccc(F)cc2)sc1=S | 1710 | 1457
O=S(=O)(N1CCCCC1)N1CCN(c2cc(Cl)ccc2Cl)CC1 | 1563 | 1525
CC(=O)c1cccc(NC(=O)Cn2nc(-c3ccc(Cl)cc3)ccc2=O)c1 | 1602 | 1546
CCOc1ccccc1C(=O)NN1C(=O)CCC1=O | 1936 | 1547
COc1ccc(CCC(=O)Nc2nc(-c3ccncc3)cs2)cc1 | 1790 | 1564
CC(C)OCCCNC(=O)C1CCN(S(=O)(=O)N2CCCC2)CC1 | 1924 | 1740
CC(=O)Nc1ccc(Nc2cc(N3CCOCC3)c3nonc3c2[N+](=O)[O-])cc1 | 1496 | 1321
COc1ccc(C(=O)Nc2ccncc2)c(OC)c1 | 1467 | 1551
CC(C)CN(C(=O)COC(=O)c1nc(Cl)ccc1Cl)C1CCS(=O)(=O)C1 (stereo not drawn) | 1773 | 1474
COc1cccc(/C=C/C(=O)OCC(=O)Nc2ccccc2Sc2ccccc2)c1 | 1930 | 1709
Brc1ccc(-c2csc(-c3ccncc3)n2)cc1 | 1675 | 1602
COc1ccc(C(=O)Oc2ccc(C(=S)N3CCOCC3)cc2)cc1 | 1551 | 1479
O=C(c1ccc2c(c1)OCCO2)N1CCN(c2ccc([N+](=O)[O-])cc2)CC1 | 1397 | 1327
More structures follow.
SMILES | SRC1 TRFRET art | SRC3 TRFRET art
CCn1c(=O)cc(OCC(=O)Nc2ccc3c(c2)OCCO3)c2ccccc21 | 1794 | 1500
CCc1ccccc1NC(=O)Nc1cc(F)ccc1F | 1849 | 1651
N#Cc1c(NC(=S)NC(=O)c2ccccc2)sc2c1CCCC2 | 1615 | 1676
Cc1ccc(C(=O)NCC#N)cc1 | 1662 | 1595
CC(/C=N/NC(=O)c1ccc2nc(C)[nH]c2c1)=C\c1ccccc1 | 1173 | 1557
CC(=O)n1cc([C@H]2C=C(C(=O)NCc3ccccc3)O[C@@H](OCCCCO)C2)c2ccccc21 | 1815 | 1746
CCOC(=O)C(=NC(C)C)NNc1cc(Cl)ccc1Cl | 1821 | 1406
CC(=O)N(C)c1nc(N)n(-c2ccccc2)n1 | 1731 | 1386
CCOC(=O)/C(=C\c1cccc(O)c1)c1nc2sc(C)c(C)c2c(=O)[nH]1 | 1713 | 1498
Cc1c(Br)c([N+](=O)[O-])nn1CC(=O)NCCc1ccc(Cl)cc1 | 1710 | 1305
O=C(CCn1nc(-c2ccc(Cl)cc2)c2ccccc2c1=O)Nc1cccnc1 | 1487 | 1507
CS(=O)(=O)N1CCCC(C(=O)NCc2ccc(F)cc2)C1 (stereo not drawn) | 1600 | 1548
O=C(CSc1ccc(-c2cccs2)nn1)NCCc1ccccc1 | 2021 | 1569
N#Cc1ccc(NC(=S)NCCN2CCOCC2)cc1 | 1916 | 1447
COC(=O)N/N=C/c1cc(Cl)c(OCc2ccc(F)cc2)c(OC)c1 | 1909 | 1640
Cc1ccc(C2=N/C(=C\c3cccnc3)C(=O)O2)cc1 | 1903 | 1456
Cc1nc2ccc(S(=O)(=O)Nc3ccc(-c4nc5cccnc5s4)cc3)cc2s1 | 1698 | 1466
CC(=O)Nc1ccc(NC(=O)C(Cc2ccccc2)NC(=O)C2CCC(C)CC2)cc1 (stereo not drawn) | 1664 | 1392
O=[N+]([O-])c1cc2oc3c(c2c(C=NCc2ccncc2)c1O)CCCC3 | 1714 | 1644
COc1cc(OC)cc(C(=O)NCc2ccc(-n3cccc3)cc2)c1 | 1827 | 1520
COc1ccccc1CNC(=O)CN(Cc1ccc(Cl)cc1)S(C)(=O)=O | 1941 | 1493
Cc1cccc(OCCCn2c(=O)oc3ccc(C)cc32)c1 | 1726 | 1550
O=C(c1c[nH]c2ccccc2c1=O)N1CCCCCC1 | 1567 | 1452
CN(C)S(=O)(=O)c1ccc(C(=O)Nc2ccccc2SCCC#N)cc1 | 1556 | 1517
CCn1c(SCC(=O)c2c[nH]c3ccccc23)nc2cc(S(=O)(=O)N3CCOCC3)ccc21 | 1826 | 1704
Next section:
SMILES | SRC1 TRFRET art | SRC3 TRFRET art
Cc1ccc(C(=O)N/C(=C\c2cccs2)C(=O)NCc2cccnc2)cc1 | 1958 | 1576
FC(F)(F)c1cc(-c2cccs2)nc2cc(-c3ccccc3)nn12 | 1830 | 1420
CC(C)NC(=O)c1ccc(Cl)cc1Cl | 1694 | 1730
O=C(Cn1cnc2ccccc2c1=O)Nc1ccc2c(c1)OCO2 | 2005 | 1630
Cc1ccc2nc(-c3ccncc3)cc(C(=O)Nc3ccc4c(c3)OCCO4)c2c1 | 1911 | 1509
CC1=C[C@H]2Cc3cc(C)cc(C)c3S(=O)(=O)[C@@H]2C=C1 | 1711 | 1614
COc1ccc([N+](=O)[O-])cc1N(CC(=O)Nc1ccccc1C(=O)NC(C)C)S(C)(=O)=O | 1665 | 1651
COc1ccccc1CCNC(=O)c1nc(-c2cccs2)no1 | 1762 | 1656
CCOC(=O)C1(CC2CC2)CCN(Cc2cn[nH]c2-c2ccccc2)CC1 | 1942 | 1653
Cc1ccccc1NC(=S)NCCSc1ccc(Cl)cc1 | 2050 | 1933
CCOc1ccc(OCCn2nnc3ccccc3c2=O)cc1 | 1983 | 1632
CCc1ccc[n+](-c2[nH]c(=O)sc2/C=N/NC([S-])=Nc2ccccc2)c1 | 1901 | 1713
O=C(CSc1nnc2ccccn12)Nc1cccc(-c2nc3ccccc3s2)c1 | 1730 | 1832
O=Cc1cnc(N2CCOCC2)nc1 | 1734 | 1781
COc1ccc(CCN(Cc2ccccn2)C(=S)Nc2ccc(C)cc2)cc1OC | 2088 | 1660
CC1=C(C(=O)Nc2ccc(C)cc2)C(c2cccs2)NC(=S)N1 (stereo not drawn) | 1676 | 1718
C=CCc1cc(/C=C/c2nc(O)c([N+](=O)[O-])c(=O)[nH]2)cc(OC)c1O | 1909 | 1610
CCCCCCCCn1c2c(c(=N)c3c1CCC3)CCCC2 | 1818 | 1538
O=C(O)CNC(=S)NCc1ccccc1 | 2120 | 1580
O=C(COC(=O)CNC(=O)C12CC3CC(CC(C3)C1)C2)NC1CCS(=O)(=O)C1 (stereo not drawn) | 1894 | 1566
O=C(O)c1ccc(COc2ccccc2/C=C2\NC(=O)N(Cc3ccccc3F)C2=O)cc1 | 1951 | 1566
Cc1csc(NC(=O)c2cnccn2)n1 | 2098 | 1476
CCN(CC)CCOC(=O)c1ccc(NC(=O)CNC(=O)C2CCCCC2)cc1 | 1851 | 1517
CCCC(=O)NC(c1ccccc1Cl)c1c(O)ccc2ccccc12 (stereo not drawn) | 1957 | 1583
CSc1ccccc1C(=O)NCCOc1ccccc1C | 1509 | 1376
Carrying on:
SMILES | SRC1 TRFRET art | SRC3 TRFRET art
Cc1ccccc1CN(CC(=O)Nc1cccc([N+](=O)[O-])c1)S(=O)(=O)c1ccc(Cl)cc1 | 1622 | 1699
CCC(=O)CCC(=O)c1ccc2ccccc2c1 | 1512 | 1371
CC1CCN(CCC(=O)Nc2ccc(Cl)cc2)CC1 | 1669 | 1547
Cc1cccc(-n2cc(CN3CCCN(C=O)CC3)c(-c3cccc(F)c3)n2)c1 | 1572 | 1232
CNCC[C@H](Oc1cccc2ccccc12)c1cccs1 | 1393 | 1643
Cc1oc(/C=N/NS(=O)(=O)c2ccccc2)cc1Br | 1851 | 1603
O=C(Nc1nnc(SCc2cccc3ccccc23)s1)C1COc2ccccc2O1 (stereo not drawn) | 1752 | 1341
NC(=O)NOCc1c(F)cccc1Cl | 1618 | 1573
CCOC(=O)C1CCN(c2c(NCCCN(C)C3CCCCC3)c(=O)c2=O)CC1 | 1622 | 1578
CN(C)c1cccc(NC(=O)c2ccco2)c1 | 1572 | 1261
COc1ccc(C(=O)N/C(=C/c2cccs2)C(=O)NC(C)(C)C)cc1OC | 1680 | 1501
CCCCCC1(C(=O)OCC)CC(CSC(=N)N)OC1=O (stereo not drawn) | 1797 | 1603
O=C(NCc1ccc(F)cc1)C(=O)NCC1OCCN1C(=O)c1ccc(Cl)cc1 (stereo not drawn) | 1868 | 1686
O=C(NC(=S)NCC1CCCO1)c1ccco1 (stereo not drawn) | 1830 | 1662

These rows are one share of the data; count on the stated rates, not on these rows.
